Screening results deposited in PubChem BioAssay by National Center for Advancing Translational Sciences (NCATS).
D1 PAM: enhances dopamine response at the human D1 receptor; P21728; HEK293 TREx D1 cells, calcium flux, dopamine EC20 potentiation; potentiation, % at 10 µM; actives 0.036% (n = 360,000); AID 504651; in the data active = potentiation above about 30%; also: 0% is about no effect
Target sequence (P21728 whole entry, looked up): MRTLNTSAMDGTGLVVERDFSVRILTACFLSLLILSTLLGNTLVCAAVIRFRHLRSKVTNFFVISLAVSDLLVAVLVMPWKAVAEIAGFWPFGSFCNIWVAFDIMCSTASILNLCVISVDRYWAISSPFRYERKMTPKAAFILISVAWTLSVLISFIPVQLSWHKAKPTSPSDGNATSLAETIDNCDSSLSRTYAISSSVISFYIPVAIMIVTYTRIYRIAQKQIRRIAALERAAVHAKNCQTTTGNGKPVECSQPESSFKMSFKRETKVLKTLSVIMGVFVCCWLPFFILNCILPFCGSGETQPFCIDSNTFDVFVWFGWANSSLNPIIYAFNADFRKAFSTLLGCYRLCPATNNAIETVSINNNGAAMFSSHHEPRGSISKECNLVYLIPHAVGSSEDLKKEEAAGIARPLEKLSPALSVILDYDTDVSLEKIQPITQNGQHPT
TRHR agonist: TRH receptor (human) agonism; TRHR cells, calcium flux fluo-8, FDSS agonist mode; activation, % at 2 µM; actives 0.18% (n = 360,000); AID 493084; also: 0% is about no effect
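Read-out: compound-evoked intracellular calcium rise in TRHR cells, fluo-8 dye, kinetic FDSS fluorescence at 1 s/cycle following a 10-cycle baseline. Cells cultured overnight before dye loading (30 min–1.5 h, RT).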
D1 antagonist: antagonists of human D1 dopamine receptor. HEK293 TREx D1 cells, calcium flux, dopamine EC80; hits give low values. P21728. activity change, negative = inhibition, % at 10 µM. actives 3.2% (n = 360,000); in the data active = activity change below about -30%; also: % is scaled to controls: 0 for no effect and ±100 for the full control effect
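Calcium flux readout: force-coupled, inducible Hek293 Trex D1 line, cells induced overnight at 30 C with tetracycline, dye-loaded 30–90 min at RT. Antagonism scored against EC80 dopamine challenge given 180 s after compound.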
RXFP1 antagonist: antagonists of human relaxin receptor RXFP1; HEK293-RXFP1, relaxin-stimulated cAMP HTRF, 30 min; hits give low values; activity change, negative = inhibition, % at 57.5 µM; actives 0.59% (n = 350,000);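 active = activity change of -60% or lower, but not beyond a set lower limit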; also: % is scaled to controls: 0 for no effect and ±100 for the full control effect
D2 agonist: D2 dopamine receptor (human) agonism. activation, % at 2 µM. actives 0.53% (n = 340,000). P14416. HEK293 T-REx D2 cells, calcium flux agonist mode;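 active = activation over 3 SD above normal in the single-dose calcium agonist read, cut at about 30% in these data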; also: 0% is about no effect
Target sequence (P14416 whole entry, looked up): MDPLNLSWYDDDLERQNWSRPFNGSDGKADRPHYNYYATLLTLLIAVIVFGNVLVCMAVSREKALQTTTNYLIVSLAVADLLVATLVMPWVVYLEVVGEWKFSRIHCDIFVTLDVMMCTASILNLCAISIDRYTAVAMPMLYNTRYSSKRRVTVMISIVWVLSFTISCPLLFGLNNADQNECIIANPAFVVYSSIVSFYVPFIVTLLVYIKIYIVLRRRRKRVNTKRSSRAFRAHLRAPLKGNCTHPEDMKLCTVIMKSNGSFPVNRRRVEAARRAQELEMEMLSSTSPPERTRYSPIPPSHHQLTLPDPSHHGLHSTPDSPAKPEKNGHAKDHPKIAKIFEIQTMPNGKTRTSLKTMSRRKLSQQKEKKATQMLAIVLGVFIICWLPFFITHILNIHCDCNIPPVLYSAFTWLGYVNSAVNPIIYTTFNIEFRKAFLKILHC
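HEK293 Trex D2 cells, tetracycline-induced, o/n 30 C 5% CO2; no-wash Ca dye, RT 30–90 min; 10-cycle baseline, 23 nl cpd added, kinetic Ca read 180 s; agonist hits = positive Ca response.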
TRHR enhancer: TRH receptor (human) allosteric enhancement; P34981; TRHR cells, fluo-8 calcium fluorescence, EC20 TRH enhancement; enhancement, % at 2 µM; actives 0.66% (n = 360,000); in the data active = enhancement above about 30%; also: 0% is about no effect
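TRHR-expressing cells loaded with fluo-8 calcium dye were read kinetically (ex 480/em 530) during compound addition, then stimulated with an EC20 of TRH (10 nM final). Enhancement of the Gq-mediated intracellular calcium response was scored.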
D2 PAM: D2 dopamine receptor (human) potentiation; actives 0.34% (n = 340,000); HEK293 T-REx D2, calcium flux, EC20 dopamine potentiation; P14416; potentiation, % at 10 µM;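 active = potentiation over 3 SD above the plate norm, cut at about 30% in these data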; also: 0% is about no effect
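Potentiation of an EC20 dopamine calcium response is measured in a force-coupled, tetracycline-inducible Hek293 Trex D2 line. Compound-only kinetic reads over 180 s flag agonists before dopamine addition.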
D1 agonist: agonists of human D1 dopamine receptor | actives 1% (n = 360,000) | AID 504660 | HEK293 T-REx D1 cells, calcium flux, agonist mode | activation, % at 2 µM; also: 0% is about no effect
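Agonism was scored from calcium flux recorded over 180 s (1 read/s) after pintool compound addition, following a 10-cycle baseline. Cells were inducible force-coupled HEK293 TREx D1, plated overnight at 30 C and loaded with no-wash calcium dye.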
D2 antagonist: antagonists of human D2 dopamine receptor | P14416 | HEK293 TREx D2 cells, calcium flux, dopamine EC80 | inhibition, % at 10 µM | actives 2% (n = 340,000); in the data active = inhibition above about 30%; also: 0% is about no effect
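Overnight-induced (tetracycline, 30 C) HEK293 T-REx cells carrying force-coupled D2 receive a no-wash calcium dye, then compound, then EC80 dopamine at 180 s; signals are read kinetically throughout.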
The depositor's hits bear a star; · = no result given; & = joins results of further samples. Rule as the data show it, unless noted: active = activation above about 30%; inactive = the rest.

SMILES	D1 PAM	TRHR agonist	D1 antagonist	RXFP1 antagonist	D2 agonist	TRHR enhancer	D2 PAM	D1 agonist	D2 antagonist
COc1ccc(C(NC(=O)C2C3C=CC(C3)C2C(=O)O)c2ccccc2)cc1 (configuration not stated)	1	-0.5	1	-19	0.9	13	7	3	-8
COc1cc(S(=O)(=O)n2nnc3ccccc32)c(OC)cc1Cl	-2	0.0	-19	7	0.4	-12	-11	1	24
Cc1ccc(N2C(=O)CCC2(C#N)c2ccccc2)cc1 (configuration not stated)	1	0.1	19	·	-0.2	13	1	1	-7
Cc1cc2nc(-c3ccc(SCc4ccc(C(=O)O)cc4)nc3)[nH]c2cc1C	-7	-0.2	-12	-98*	0.1	-1	-2	2	19
O=C(Nc1nc2cc3c(cc2s1)OCCO3)C1=COCCO1	2	0.2	4	0	·	0	·	3	·
O=C(N1CCCCCC1)n1c(Cc2ccccc2)nc2ccccc21	3	-0.3	5	6	-0.1	4	10	2	-6
Cc1ccc(OCc2nc3ccccc3[nH]2)cc1	-5	-0.5	-15	-5	0.4	13	-13	1	-13
CC(C)(C)OC(=O)N1CCN(C(=O)c2[nH]cnc2C(=O)NCc2ccccc2)CC1	-2	-0.6	·	·	0.1	-7	-3	2	-3
CCN(CC)C(=O)CN(c1cccc(C(F)(F)F)c1)S(C)(=O)=O	-1	-0.7	·	6	-0.2	-4	-11	-1	-9
CC(=O)N[C@H](C(=O)N[C@@H](C)C(=O)N[C@H](C#N)CC(=O)O)C(C)C	2	-0.7	-10	·	·	2	·	2	·
Cc1ccc(S(=O)(=O)NNC(=O)CC#N)cc1	-5	0.4	0	·	-2.4	21	10	2	-5
COc1cc(OC)cc(C(=O)Nn2cc(C(=O)Nc3ccc(F)cc3F)c3ccccc3c2=O)c1	17	-0.8	27	0	·	-3	·	6	·
COc1cccc(C2CC(c3c(Cl)cccc3Cl)n3nc(N)nc3N2)c1 (configuration not stated)	-2	0.2	-11	·	1.8	-4	-8	0	29
C=CCNC(=S)/N=c1/ccccn1Cc1ccccc1	-2	0.0	0	13	0.8	-1	-9	1	-5
Cc1ccc(S(=O)(=O)N2CCN(Cc3ccccc3)CC2)s1	-4	0.0	-14	-3	0.8	-1	-5	2	-49
CCN(CC(=O)Nc1c(F)cccc1F)C(=O)c1cccc(S(=O)(=O)NCc2ccccc2)c1	-4	-0.1	2	-9	-0.2	-9	-4	0	17
CCOC(=O)C(C)(C)n1nnc(-c2ccc([N+](=O)[O-])cc2)n1	1	1.0	2	23	-0.6	-9	-5	2	-1
Cc1ccnc(NC(=O)c2ccccc2NC(=O)c2ccc(Cl)cc2Cl)c1	-2	0.3	1	4	0.5	-2	1	5	4
CC1(C)Cc2cccc(OCC(O)CN3CCN(c4ccccn4)CC3)c2O1 (configuration not stated)	-1	0.2	6	0	72*	-2	-25	-1	60*
O=C(NCCc1ccccc1)C1CCN(c2ncnc3c2nc2n3CCCCC2)CC1	2	-1.0	-2	0	-1.8	1	0	0	·
Cc1cccc(-c2noc(-c3cccnc3NCc3ccc(Cl)cc3)n2)c1	-3	0.8	5	·	-1.3	2	-24	6	·
CC(=O)NS(=O)(=O)c1ccc(NC(=O)CC23CC4CC(CC(Br)(C4)C2)C3)cc1	-9	0.2	9	-10	0.2	3	6	1	-3
COCCN(C(=O)CC1C(=O)NCCN1CC(c1ccccc1)c1ccccc1)C(C)C (configuration not stated)	-2	-0.2	0	2	-0.6	-7	-3	2	24
COCCCNC(=S)N1CCN(C(c2ccccc2)c2ccccc2)CC1	2	-0.3	-27	-7	-0.3	-3	-6	2	-8
CN1CCN(CC(=O)Nc2cc(N3CCOCC3)ccc2[N+](=O)[O-])CC1	0	0.2	-19	0	2.5	5	-3	-2	-16

Complete entries as entered above. Values in the order: D1 PAM	TRHR agonist	D1 antagonist	RXFP1 antagonist	D2 agonist	TRHR enhancer	D2 PAM	D1 agonist	D2 antagonist
Shown for Cc1ccc(S(=O)(=O)NNC(=O)CC#N)cc1 : -5	0.4	0	·	-2.4	21	10	2	-5
Shown for CC(=O)NS(=O)(=O)c1ccc(NC(=O)CC23CC4CC(CC(Br)(C4)C2)C3)cc1 : -9	0.2	9	-10	0.2	3	6	1	-3

Returning to the listing, repeating the two entries before the break.
SMILES	D1 PAM	TRHR agonist	D1 antagonist	RXFP1 antagonist	D2 agonist	TRHR enhancer	D2 PAM	D1 agonist	D2 antagonist
COCCCNC(=S)N1CCN(C(c2ccccc2)c2ccccc2)CC1	2	-0.3	-27	-7	-0.3	-3	-6	2	-8
CN1CCN(CC(=O)Nc2cc(N3CCOCC3)ccc2[N+](=O)[O-])CC1	0	0.2	-19	0	2.5	5	-3	-2	-16
CCOC(=O)CC(C)(C)/C(C)=N/Nc1ccc([N+](=O)[O-])cc1[N+](=O)[O-]	0	-0.3	-9	-14	·	-6	·	8	·
C#CCOCCOCCOCCNc1nc(N2CCN(C(=O)CCCCCCCCCCNC(=O)[C@H](CCCCN)n3cc(CCO)nn3)CC2)nc(N2CCN(C(=O)CCCCCCCCCCNC(=O)[C@@H]([C@H](C)O)n3cc(C)nn3)CC2)n1	10	-0.6	15	·	-0.3	-4	-4	25	2
CC(C)[C@H](NC(=O)[C@H](CC(=O)O)NC(=O)[C@H](CCCCN)NC(=O)[C@@H](N)CCCN=C(N)N)C(=O)N[C@@H](Cc1ccc(O)cc1)C(=O)O	-5	0.4	-2	·	1.9	2	-3	2	8
CSC(=NC#N)N1CCN(c2ccc([N+](=O)[O-])cc2)CC1	-2	0.6	-29	24	0.2	-10	-6	8	0
COc1cc(-c2nnc(-c3ccccc3)o2)cc(OC)c1OC	-5	0.1	-8	-5	0.7	8	13	0	-15
COc1ccc(N(Cc2cccs2)C(=O)c2ccc(C(C)(C)C)cc2)cc1	-1	1.6	2	-73*	0.6	0	-16	14	·
C=CCn1c(SCC(N)=O)nnc1-c1cnccn1	0	0.4	4	1	1.0	7	-5	6	-15
CSc1ccccc1NC(=O)COc1ccc(S(=O)(=O)N2CCCC2)cc1	-9	-4.8	-8	12	1.5	-2	·	17	0
NC(=O)c1ccc(-n2c(CCC(=O)O)ccc2-c2cccs2)cc1	2	0.8	-2	-2	·	8	·	5	·
O=C(CC1SC(=NCC2CCCO2)NC1=O)Nc1cccc2ccccc12 (configuration not stated)	5	0.0	0	-6	-0.1	3	4	0	5
Cc1ccccc1-n1nc(CO)c(C(=O)NCc2cccs2)n1	2	-2.1	-11	-7	·	-3	-8	0	·
CCCCC(CC)C(=O)Nc1ccc(Cl)cn1 (configuration not stated)	-3	0.3	2	-2	·	-3	·	2	·
O=C(CCNS(=O)(=O)c1cccc2nonc12)Nc1ccc(Cl)cc1	-5	0.3	-15	4	·	5	·	-1	·
Cc1ccn2cc(C(=O)Nc3cccc(C(=O)NC4CC4)c3)nc2c1	9	0.1	9	15	0.2	7	0	4	10
CSCCC(NC(=O)c1ccccc1Br)C(=O)NCC(C)(C)N1CCOCC1 (configuration not stated)	1	0.0	0	-5	-0.6	-4	-12	0	20
CCOc1cc(S(=O)(=O)NC2CC2)c(OCC)cc1-n1cnnn1	-6	-0.4	-28	5	-1.0	6	15	3	3
O=C(CN1C2=NCCCN2c2ccccc21)c1ccc2c(c1)OCO2	-2	2.6	-1	12	0.0	11	-20	2	-7
CC(=O)N1c2ccccc2CC1C(=O)N1CCN(c2ccc(F)cc2)CC1 (configuration not stated)	-1	0.0	9	-7	-0.8	-5	5	-2	·
C[C@H](CCC(=O)NCC(=O)O)[C@H]1CC[C@H]2[C@@H]3[C@H](O)C[C@@H]4C[C@H](O)CC[C@]4(C)[C@H]3C[C@H](O)[C@]12C	-7&-2&-3	-0.1&-0.1&-0.2	-14&5&0	·	-0.8&0.2&0.2	-1&11&-2	-4&-3&-3	-1&-2&1	-1&5&-4
CCn1c(Cn2nnc(-c3ccccc3)n2)nnc1SCC(=O)Nc1cccc(C(C)=O)c1	-1	-1.3	-8	-9	-0.5	-3	12	2	-3
C#CCNC(=O)C1=C[C@@H](c2ccc(C(F)(F)F)cc2)C[C@@H](OCCCCO)O1	6	-0.3	12	·	0.3	0	10	-3	-3
Cn1cccc1-c1cc(C(=O)O)[nH]n1	8	2.3	-6	-12	0.6	10	-11	1	-32
NC(=O)CC1Nc2cccc3cccc(c23)NC1=O (configuration not stated)	-10	-1.2	10	10	-1.7	6	6	2	14
CCN(C(=O)COC(=O)/C=C/c1ccc(OC(F)F)c(OC)c1)C1CCS(=O)(=O)C1 (configuration not stated)	·	-0.2	-9	3	0.4	8	14	6	-7
Fc1cccc(Cl)c1CSc1ccc(-c2cccnc2)nn1	-7	0.7	-12	5	-1.1	-12	4	2	4

Entries above printed as active in RXFP1 antagonist.
| SMILES | D1 PAM | TRHR agonist | D1 antagonist | RXFP1 antagonist | TRHR enhancer | D2 PAM | D1 agonist | D2 antagonist |
| --- | --- | --- | --- | --- | --- | --- | --- | --- |
| Cc1cc2nc(-c3ccc(SCc4ccc(C(=O)O)cc4)nc3)[nH]c2cc1C | -7 | -0.2 | -12 | -98* | -1 | -2 | 2 | 19 |
| COc1ccc(N(Cc2cccs2)C(=O)c2ccc(C(C)(C)C)cc2)cc1 | -1 | 1.6 | 2 | -73* | 0 | -16 | 14 | · |

Later entries:
SMILES	D1 PAM	TRHR agonist	D1 antagonist	RXFP1 antagonist	D2 agonist	TRHR enhancer	D2 PAM	D1 agonist	D2 antagonist
Cc1cc2nc(C)n(CCCN)c2cc1C	-3	-0.6	-9	-5	-0.9	-4	0	4	1
N#C/C(=C(\O)CCl)c1nnc2n1CCCCC2	0	0.3	-6	5	0.9	6	12	1	2
CCCCN(C(=O)CSc1nnc2ccccn12)c1c(N)n(Cc2ccccc2)c(=O)[nH]c1=O	1	-0.3	-3	21	0.5	3	1	7	-10
COc1ccc(-c2nc3ccc(N4CCN(C)CC4)cc3c(=O)[nH]2)cc1	-1	-0.3	1	1	0.7	16	0	2	29
COCCn1cnc2c(c1=O)c1nc3ccccc3nc1n2/N=C/c1cccc(OC)c1	0	0.0	1	1	1.5	-5	-8	2	13
Cc1ccc(N(Cc2cc3ccc(C)cc3[nH]c2=O)S(=O)(=O)c2ccccc2)cc1	-3	0.9	-1	3	0.0	3	1	4	11
CCc1ccc(NC(=O)C(C)n2nc(C)c([N+](=O)[O-])c2C)cc1 (configuration not stated)	-6	-0.4	-4	0	1.5	-1	3	1	-12
COc1cc(C(=O)OCCN2CCOCC2)cc(OC)c1OC	1	0.2	-2	5	0.0	-5	10	1	7
CCOC(=O)c1c(NC(=O)CSc2nnnn2C)sc(CC)c1C	-1	-1.8	18	10	-0.4	-2	2	2	-5
CCNc1c([N+](=O)[O-])c(=O)oc2ccccc12	-2	-0.2	0	5	0.9	-4	-5	4	-16
COc1ccc(OC)c(NC(=O)CSc2nncc3ccccc23)c1	0	-0.4	9	4	0.2	14	0	1	0
C=CCn1c(-c2cccc(OC)c2OC)n[nH]c1=S	0	0.2	-6	-14	1.8	-1	2	15	-3
COc1ccc(-c2nnc(SCC(=O)Nc3cc(OC)ccc3OC)nc2-c2ccc(OC)cc2)cc1	4	0.6	-12	-24	0.4	2	-13	2	·
O=C(CSc1nnc(-c2ccc(O)cc2)o1)NNC(=O)c1ccncc1	-2	-0.2	-4	-3	-0.1	1	7	6	23
